TbPYK inhibitor = T. brucei pyruvate kinase inhibition; TbPYK enzyme, Kinase-Glo Plus ATP luminescence, 45 min; Potency, µM (doses to about 76.8 µM), for inactives: at the top dose activity, negative = inhibition, actives largely listed as inhibitors; 410,000 tested, 0.12% active; further: potency means the concentration at half of the fitted maximal effect; on the % scale 0 is the no-effect control and ±100 the full control effect; nearly all actives have a fitted effect of over 50% in size
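T. brucei PYK with substrate was exposed to pin-transferred compounds across a concentration series, then started with 130 uM ADP (final). After 45 min at room temperature, Kinase-Glo Plus luminescence was read, normalized and curve-fitted.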
AMA1 RON2 block = inhibitors of Plasmodium falciparum AMA1-RON2 interaction; AlphaScreen AMA1-biotinylated RON2 peptide binding; 360,000 tested, 0.2% active; AID 720542; Potency, µM (doses to about 58.2 µM), inactives show top-dose activity change, negative = inhibition, hits mostly inhibitors;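 further: potency means the concentration at half of the fitted maximal effect; 0% = vehicle wells and -100% = peptide control; nearly all actives have a fitted effect of over 45% in size; some results filed as inactive show a strong effect at the top dose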
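AMA1 (3D7) with his tag at 25 nM final met compounds first, then biotinylated RON2 peptide at 25 nM; detection used donor plus acceptor beads, 10 µg/mL apiece, read by AlphaScreen after 30 min at room temperature.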
Cycloheximide cs = counter-screen for Shiga toxin inhibitors: cycloheximide protein synthesis inhibition | cell reporter, cycloheximide protein synthesis inhibition counterscreen | max response, % | 300,000 tested, 12% active; in the data active means max response mostly above about 13%, no sharp cut-off; inactive means mostly below about 14%; further: read at 38.3 µM for the half of the compounds with a filed dose; 0% is about no effect
Pf growth 96h = inhibits malaria parasite growth, 96 h; P. falciparum luciferase reporter growth, 96 h; Potency, µM (highest dose often 28.7 µM), for inactives: at the top dose activity change, negative = inhibition, actives largely listed as inhibitors; 320,000 tested, 6.9% active; AID 504834; further: potency means the concentration at half of the fitted maximal effect; on the % scale 0 is the no-effect control and ±100 the full control effect
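Delayed-death screen, second-generation endpoint: infected erythrocytes, 2% hematocrit, 0.05% parasitemia final; 96 hours at 37 C, 5% CO2; luciferase detection reagent; luminescence decrease equals reduced growth.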
LmPK inh = inhibitors of Leishmania mexicana pyruvate kinase; Q27686; purified LmPK, Kinase-Glo ATP luminescence, 1 h; Potency, µM (top dose mostly 57.5 µM), for the others: at the top dose activity change, negative = inhibition, actives largely listed as inhibitors; 290,000 tested, 0.37% active; further: potency means the concentration at half of the fitted maximal effect; on the % scale 0 is the no-effect control and ±100 the full control effect
Target sequence (Q27686 whole entry, looked up): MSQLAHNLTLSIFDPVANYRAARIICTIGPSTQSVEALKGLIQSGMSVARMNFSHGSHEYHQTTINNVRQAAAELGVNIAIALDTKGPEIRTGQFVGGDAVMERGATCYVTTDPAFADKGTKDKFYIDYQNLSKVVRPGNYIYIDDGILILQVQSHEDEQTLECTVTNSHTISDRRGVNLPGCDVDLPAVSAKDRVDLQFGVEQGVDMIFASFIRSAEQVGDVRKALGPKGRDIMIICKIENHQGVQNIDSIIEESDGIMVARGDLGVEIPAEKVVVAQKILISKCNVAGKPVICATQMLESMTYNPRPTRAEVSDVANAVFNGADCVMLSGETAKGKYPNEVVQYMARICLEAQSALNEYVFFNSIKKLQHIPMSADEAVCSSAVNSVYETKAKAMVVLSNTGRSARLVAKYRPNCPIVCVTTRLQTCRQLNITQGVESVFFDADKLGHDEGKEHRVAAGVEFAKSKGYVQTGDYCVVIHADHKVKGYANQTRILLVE
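ATP generated from ADP (0.1 mM) and PEP (0.5 mM) by 0.1 nM LmPK over 1 h at room temperature (pH 7.2 imidazole buffer) was detected by coupled luciferase luminescence. Values were normalized to uninhibited and no-enzyme wells.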
Pf growth 48h = inhibits P. falciparum growth in the first generation, 48 h. P. falciparum luciferase growth in erythrocytes, 48 h. Potency, µM (highest dose often 28.7 µM), inactives show at the highest dose activity change, negative = inhibition, actives largely listed as inhibitors. 310,000 tested, 5.9% active. AID 504832; further: potency means the concentration at half of the fitted maximal effect; on the % scale 0 is the no-effect control and ±100 the full control effect
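Parasite viability was followed by luminescence of a genomically integrated firefly luciferase. Cultures held 0.1% parasitemia at 2% hematocrit (final), incubated under 5% CO2 at 37 C.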
Shiga toxin inh = inhibitors of Shiga toxin in Vero cells; inhibition, % at 38.7 µM; AID 2315; 290,000 tested, 9.2% active; Vero cells, Shiga toxin protein synthesis inhibition reporter; in the data active means inhibition mostly above about 28%, no sharp cut-off; inactive means mostly below about 43%; further: 0% is about no effect
Starred values were filed as active, the others as inactive; ? = inconclusive; nt = no result given; & = joins results of further samples; [ ] = remark or other dose. Unless noted, the call rests on the fitted dose curve; in most records, active means well fitted curve in the direction sought with a large enough effect; inconclusive means small, poorly fitted or top-dose-only effect, or another doubt; inactive means no such curve, though single readings can be large; an effect the other way counts as inactive or inconclusive.

SMILES | TbPYK inhibitor | AMA1 RON2 block | Cycloheximide cs | Pf growth 96h | LmPK inh | Pf growth 48h | Shiga toxin inh
Cc1ccc2c(c1)[C@@H]1CN(C)CC[C@@H]1N2S(=O)(=O)c1ccc(F)cc1 | 4% | -6% | -2 | ? | -2% | -18% | -13
CCOC(=O)N1CCN(c2c(NCCCN3CCCC(C)C3)c(=O)c2=O)CC1 (centres undefined) | -3% | 1% | -3 | -14% | 9% | nt | -11
Oc1cccc2cnccc12 | 2% | -17% | 6 | -9% | -5% | 23% | 16
O=C(c1ccc(F)cc1)N1CCOC(c2nc(-c3ccc(F)cc3)no2)C1 (centres undefined) | 3% | 9% | nt | 27% | nt | 6% | nt
CN1CCc2ccccc2C1Cc1ccccc1NC(=O)c1sc2ccccc2c1Cl (centres undefined) | 1% | 0% | 6 | ? | 4% | 8.3µM* | -3
COc1ccccc1CN1CC(C(=O)N(C)Cc2nc(C)cs2)CCC1=O (centres undefined) | -7% | 8% | 17* | ? | -6% | 8% | 39
O=c1ccn(-c2cccc(C(F)(F)F)c2)nc1-c1ccn(-c2cccc(Cl)c2)n1 | -12% | 21% | -1 | ? | 2% | ? | 26
COc1n[nH]c(C(=O)NCc2ccccc2)c1[N+](=O)[O-] | -1% | 6% | 12 | 105%[activator] | 0% | 1% | 7
CCOC(=O)c1sc(Nc2cccc(C)c2C)nc1C | nt | nt | 2 | 62%[activator] | 0% | ? | 16
COC(=O)c1cccc(C(=O)N2CCCC(Nc3ccc(C)c(C)c3)C2)c1 (centres undefined) | -1% | -11% | 2 | 48%[activator] | 6% | 0% | -8
CSc1ccccc1OCc1cc(C(=O)NCc2cnc(C)cn2)no1 | 4% | 11% | 7 | 29% | -6% | 47%[activator] | -5
COc1ccc(OC)c(NC(=O)C(CC(=O)O)Cc2ccc(Cl)cc2)c1 (centres undefined) | -13% | 5% | 1 | nt | 5% | 10% | 2
O=C(COC(=O)/C=C/c1cccc([N+](=O)[O-])c1)Nc1ccc(Cl)cn1 | 8% | -6% | nt | 28% | nt | 23% | nt
COc1ccc(C(=O)CSc2nnc(-c3cccnc3)n2Cc2ccco2)cc1 | -11% | 6% | -1 | 0% | 3% | 0% | -5
Cc1cccc(-c2nc3c(c(=O)c4ccccc4n3C)c(=O)n2-c2ccccc2)c1 | -2% | -15% | -1 | 1.7µM* | 4% | 1.7µM* | 14
Cc1cccc(N2C(=O)CSC23CCCCC3)c1 | -1% | 3% | -1 | 1.5µM* | 9% | -21% | -26
Cc1ccc(S(=O)(=O)N2CCOC2CNC(=O)C(=O)NCC(C)C)cc1 (centres undefined) | 3% | 0% | -2 | -8% | 0% | 87%[activator] | -4
CCOC(=O)c1ncn2c1[C@@H]1CCNC1C(=O)c1cc(OC)ccc1-2 (some centres undefined) | -2% | -6% | nt | -11% | nt | -7% | nt
O=C(CN1C(=O)NC(Cc2c[nH]c3ccccc23)C1=O)NCC(F)(F)F (centres undefined) | 2% | 8% | -9 | 5% | 0% | 0% | -15
COC(=O)c1c(C)[nH]c(C(=O)NCc2ccco2)c1C | 5% | 0% | 20 | 59%[activator] | 1% | 323%[activator] | 23
COc1ccc(CC(=O)OC(C)C(=O)NCc2ccc3c(c2)OCO3)cc1OC (centres undefined) | -2% | -1% | nt | 8% | nt | -14% | nt
Cc1cccnc1NC(=O)c1cc2ccccc2oc1=O | -1% | -1% | 30* | 24% | ? | 38%[activator] | 115*
CCOC(=O)c1nc(NCc2ccccc2C)c2ccccc2n1 | -2% | -3% | 10 | -24% | -6% | ? | -12
O=C(N1CCCC1)C12CC3CC(CC(C3)C1)C2 | -3% | 1% | -2 | -3% | -2% | 12µM* | 31
c1csc(-c2noc(CN3CCOCC3)n2)c1 | 3% | -21% | 31* | 125%[activator] | -5% | 110%[activator] | 41*
CCc1cccc(NC(=O)C2CCCN2S(=O)(=O)c2ccc3c(c2)n(C)c(=O)c(=O)n3C)c1 (centres undefined) | 2%&-1% | 14% | 0 | -8% | -4% | -10% | 12
Cc1ccc(N(CC(=O)NCc2ccco2)S(=O)(=O)c2ccccc2)cc1 | -5% | -15% | 27* | -87% | 0% | 13µM* | 30
O=C(C1=C[C@@H](C2CC2)C[C@@H](OCc2ccc(CO)cc2)O1)N1CCOCC1 | -3% | -1% | -1 | 0% | 1% | 15% | 4
O=C(O)CCCCCn1c(SCC(=O)c2ccc(O)c(O)c2)nc2ccsc2c1=O | 0% | 37%[activator] | -4 | 0% | 1% | 36%[activator] | -15
Cc1ccc(S(=O)(=O)Nc2ccccc2CNc2c(C)n(C)n(-c3ccccc3)c2=O)cc1 | -7% | -6% | -5 | ? | 1% | -6% | 45
CCCCc1c(C)c(C#N)c2nc3ccccc3n2c1NCCN(C)C | 1% | 10% | 3 | 5% | 0% | ? | 3
CCC1=C(OC(=O)N(CC)CC)N2C(=O)OC(=NCC3CC3)[C@]2(C)[C@H]2C1=CC[C@H]1C(=O)N(CC(=O)OC)C(=O)[C@H]12 | -2% | 9% | -3 | ? | 9% | 19% | -14
O=C(CN1C(=O)C2CC=CCC2C1=O)Nc1nc2ccccc2s1 (centres undefined) | -8% | 3% | 28* | 89%[activator] | 4% | 52%[activator] | 52*
COc1ccc(C(=O)c2oc3nc(C)cc(C)c3c2N)cc1 | 1% | 48%[activator] | 1 | nt | -3% | 71%[activator] | -9
O=C(O)COc1ccc(/C=C/C(=O)c2ccc3ccccc3c2)cc1 | 1% | -3% | 14 | ? | 6% | -30% | 20
Cc1ccc(S(=O)(=O)NC2CCOC(C)(C)C2)cc1 (centres undefined) | 1% | -15% | -2 | ? | 10% | 2% | 13
Cc1ccc(OCc2n[nH]c(=S)n2-c2ccc(Cl)cc2)cc1 | ? | 63%[activator] | -4 | 0% | -18% | 3% | nt
COc1cccc(CNn2cnnc2)c1OCc1ccccc1F | -6% | -17% | 0 | 26% | 2% | -8% | -20
CCCCNc1nc(-c2ccccc2)nc(-n2ccnc2)n1 | 4% | -9% | -5 | 0% | 13% | nt | -7
Cc1ccc(NS(=O)(=O)c2ccc(C(=O)NCC(c3ccco3)N3CCCCC3)cc2)cc1 (centres undefined) | 0% | -5% | nt | ? | nt | -8% | nt
O=C(CNC(=O)N1CC(=O)Nc2ccccc21)Nc1cccc(F)c1 | 1% | -5% | -2 | 28% | 2% | 15% | -9
COC(=O)c1c(C)[nH]c(C(=O)C(C)[N+]23CCN(CC2)CC3)c1C (centres undefined) | -4% | 7% | -2 | 23% | 4% | 13% | -6
COc1ccc(CCNCc2cccn2C)cc1OC | -13% | -27% | -2 | 62%[activator] | 3% | -12% | -15
COCc1cc(C)nc2oc(C(=O)c3ccccc3)c(N)c12 | 2% | 2% | -4 | -3% | -5% | 9% | -11
CCn1ncc(CNC(=O)CCCSc2nc(-c3ccco3)cc(C(F)(F)F)n2)c1C | 1% | -3% | -5 | ? | 5% | 12µM* | -7
N#Cc1ccsc1NC(=O)CCc1ccccc1 | -16% | 12% | 32* | -4% | ? | 98%[activator] | 68*
NC(=O)C1CCN(C(=O)c2cc(S(=O)(=O)N3CCOCC3)ccc2Cl)CC1 | -12% | -7% | -7 | 35%[1.15 µM] | 1% | 0% | -15
COc1ccc(C(NC(C)=O)c2cc(Cl)c3cccnc3c2O)cc1 (centres undefined) | -2% | 14% | -5 | ? | 9% | ? | nt
CC(C)[C@H](NC(=O)c1ccccc1Br)C(=O)OCc1nc2ccsc2c(=O)[nH]1 | 1% | -12% | nt | 15% | nt | 12% | nt
Cc1cc(S(=O)(=O)N2CCC3(CC2)OCCN3S(=O)(=O)c2cccs2)ccc1F | -2% | -11% | nt | ? | nt | -26% | nt
CC1CN(CC(O)COC(c2ccc(Cl)cc2)c2ccc(Cl)cc2)CC(C)O1 (centres undefined) | 3% | 2% | -3 | ? | 3% | 3.7µM* | -11
CCn1c(-c2ccc(-c3ccccc3)cc2)c[nH]c1=S | -24% | 10% | 8 | 4.7µM* | 1% | nt | 11
O=C(NCc1ccc2c(c1)OCO2)c1nnc(Cc2ccc(F)cc2)o1 | -3% | -1% | -2 | ? | 0% | 17% | -12
COC(=O)Cc1c(C)nc2nc[nH]n2c1=O | -1% | 14% | -2 | 11% | -7% | 9% | 13
CC(C)N(C(=O)c1ccc(-c2ccccc2F)cc1)C(C)C | 8% | 7% | -2 | 4.7µM* | 6% | 10µM* | 3
Cc1c(NC(=O)C(C)OC(=O)C(NC(=O)c2ccco2)C(C)C)c(=O)n(-c2ccccc2)n1C (centres undefined) | -5% | 3% | -1 | 318%[activator] | -6% | 7% | 19
CCOc1ccc(N2CC(C(=O)OC)CC2=O)cc1 (centres undefined) | 9% | -2% | -3 | 0% | -3% | 14% | -7
CN1CCNC(=O)C1CC(=O)NCCc1ccccc1F (centres undefined) | -1% | 10% | -2 | 13µM* | 8% | 43%[activator] | 13
CCN(CC)C(=O)CSc1nc2ncc(Br)cc2[nH]1 | -14% | 13% | -5 | 10% | 1% | 6% | 17
COc1ccc(CNC(=O)COC(=O)c2cc(-c3ccc(Cl)s3)nc3ccccc23)cc1 | -14% | 0% | 11 | nt | 9% | -5% | 25

Reformatted: entries from further up.
Each structure is followed by: TbPYK inhibitor	AMA1 RON2 block	Cycloheximide cs	Pf growth 96h	LmPK inh	Pf growth 48h	Shiga toxin inh
- Cc1cc(S(=O)(=O)N2CCC3(CC2)OCCN3S(=O)(=O)c2cccs2)ccc1F
 : -2%	-11%	nt	?	nt	-26%	nt
- CC1CN(CC(O)COC(c2ccc(Cl)cc2)c2ccc(Cl)cc2)CC(C)O1 (centres undefined)
 : 3%	2%	-3	?	3%	3.7µM*	-11

Following part:
SMILES | TbPYK inhibitor | AMA1 RON2 block | Cycloheximide cs | Pf growth 96h | LmPK inh | Pf growth 48h | Shiga toxin inh
O=C(COC(=O)c1ccc(Br)cc1)Nc1cccnc1Cl | 0% | -6% | nt | 33%[activator] | nt | -6% | nt
Cc1cc(NC(=O)Nc2cccs2)no1 | -9% | 1% | 16* | -10% | 2% | 36%[activator] | 19
CCOC(=O)/C(C#N)=C\c1ccc(OCC(=O)Nc2ccc(C)cc2C)c(OC)c1 | 3% | 8% | 3 | 2.6µM* | 3% | 39%[activator] | -7
O=C1C(=O)N(c2nccs2)C(c2ccccc2F)/C1=C(\O)c1ccc2c(c1)OCCO2 (centres undefined) | 0% | 11% | 32* | -15% | 9% | -18% | 33
NS(=O)(=O)c1ccc(-c2ccc(C=C3C(=O)c4ccccc4C3=O)o2)cc1 | -3% | 16% | -1 | -16% | -3% | -2% | 5
COc1ccc(NC(=O)CC2C(=O)N(C)C(=S)N2Cc2ccc3c(c2)OCO3)cc1 (centres undefined) | 1% | -31% | 0 | 8% | 7% | 10% | -7
O=C(NC1CCN(S(=O)(=O)c2ccc(Cl)c(F)c2)CC1)c1cccnc1 | -2% | -8% | -4 | 62%[activator] | -5% | -15% | 4
COc1cc(/C=C/C(=O)Nc2cc(S(=O)(=O)N3CCOCC3)ccc2N2CCCC2)cc(OC)c1OC | -19% | 17% | -3 | -5% | 4% | ? | 1
NC(=O)C1CCN(C(=O)c2ccc3nc(N4CCCCC4)sc3c2)CC1 | -2% | -1% | 35* | 98%[activator] | -1% | 7% | 71*
Cn1cc(-c2nnnn2-c2ccc(Cl)cc2)c(C(F)(F)F)n1 | 0% | 4% | -2 | -1% | 9% | 13% | -9

Assay outcomes: PubChem BioAssay, National Center for Advancing Translational Sciences (NCATS)
